# Screening results as filed in PubChem.
# LMPTP inh: blocks human LMPTP phosphatase | recombinant LMPTP-A, OMFP fluorogenic substrate, fluorescence intensity | 360,000 tested, 0.22% active | inhibition, % at 20 µM | P24666;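 active = compounds that cut the enzyme signal by at least half of the control window in the single-dose screen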;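 also: plate controls were DMSO wells with enzyme plus substrate for no effect and substrate without enzyme for full effect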
#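 Material: LMPTP-A; amount: 0.625 nM enzyme; doses: single 20 µM dose; times: reaction 50 min, room temperature, dark; technique: fluorescence intensity of OMFP turnover product; benchmarks: no-enzyme and uninhibited controls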
# CSN deneddyl inh: CSN deneddylation inhibition; inhibition, % at 12.5 µM; AID 651999; Purified CSN, SCF-Nedd8-OG deneddylation, fluorescence polarization; 360,000 tested, 0.38% active;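 active = pattern-corrected inhibition above about 35%, with an unprinted fluorescence ratio check between 0.5 and 1.5, limit read from the data, passing the limit was not always enough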;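 also: 0% = enzyme with substrate and 100% = substrate without enzyme; some results filed as inactive read as strong as hits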
#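 test system = HEK293T-derived human Csn5 enzyme | amount = 0.24 nM Csn5 enzyme, final concentration | medium = Tris/NaCl/DTT buffer, pH 7.5 | schedule = 90 min reaction at room temperature | signal = FP | evaluation = inhibition of Csn5 cleavage, % | compound dosing = single dose of 12.5 µM compound with 0.25% DMSO | probe or stimulus = 10 nM SCFSkp2-Nedd8OG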
# DNMT1 inh: inhibitors of human DNMT1 | P26358 | 360,000 tested, 0.83% active | DNMT1 molecular beacon, Hinp1I cleavage, fluorescence | inhibition (reported as % activation of signal), % at 10 µM | AID 588458; in the data active = inhibition above about 50%
# Target sequence (P26358 504-1616 limits assumed): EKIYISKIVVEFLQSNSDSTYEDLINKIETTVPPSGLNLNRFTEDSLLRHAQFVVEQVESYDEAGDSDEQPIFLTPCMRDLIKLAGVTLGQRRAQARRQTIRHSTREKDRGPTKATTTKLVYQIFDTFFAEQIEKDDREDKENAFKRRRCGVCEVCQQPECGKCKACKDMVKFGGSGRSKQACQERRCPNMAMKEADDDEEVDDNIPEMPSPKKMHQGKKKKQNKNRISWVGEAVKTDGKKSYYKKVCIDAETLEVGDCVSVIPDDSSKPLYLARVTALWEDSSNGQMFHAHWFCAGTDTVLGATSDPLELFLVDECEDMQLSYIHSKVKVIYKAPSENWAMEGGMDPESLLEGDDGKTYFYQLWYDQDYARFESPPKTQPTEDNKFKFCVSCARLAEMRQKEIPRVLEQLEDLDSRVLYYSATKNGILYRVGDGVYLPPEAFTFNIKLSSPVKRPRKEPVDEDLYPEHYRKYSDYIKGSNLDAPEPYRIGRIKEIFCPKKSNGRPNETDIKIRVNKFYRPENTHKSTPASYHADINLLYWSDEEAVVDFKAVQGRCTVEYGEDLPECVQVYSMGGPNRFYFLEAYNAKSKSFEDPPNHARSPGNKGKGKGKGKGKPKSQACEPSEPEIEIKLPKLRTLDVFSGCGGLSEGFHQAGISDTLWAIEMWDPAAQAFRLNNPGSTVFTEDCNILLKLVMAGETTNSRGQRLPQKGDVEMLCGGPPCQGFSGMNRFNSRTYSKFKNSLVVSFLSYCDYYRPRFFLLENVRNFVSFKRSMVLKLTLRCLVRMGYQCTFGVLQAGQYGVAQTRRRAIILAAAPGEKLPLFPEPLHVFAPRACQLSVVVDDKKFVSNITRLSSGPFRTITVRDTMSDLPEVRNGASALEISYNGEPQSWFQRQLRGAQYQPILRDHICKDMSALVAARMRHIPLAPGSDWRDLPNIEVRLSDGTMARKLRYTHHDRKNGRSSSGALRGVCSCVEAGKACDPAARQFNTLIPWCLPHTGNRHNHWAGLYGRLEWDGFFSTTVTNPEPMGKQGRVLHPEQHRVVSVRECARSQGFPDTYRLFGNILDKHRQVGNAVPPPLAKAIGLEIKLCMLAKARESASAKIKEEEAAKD
# Rin1 Abl inh: human Rin1-Abl interaction inhibition; TR-FRET Rin1/Abl binding, biochemical; inhibition, % at 7.35 µM; 360,000 tested, 0.4% active; AID 588664; in the data active = inhibition above about 5%, passing the limit was not always enough
# Scp1 inh: blocks human Scp-1 phosphatase activity. Q9GZU7. 340,000 tested, 0.88% active. inhibition, % at 20 µM. Recombinant Scp1, phosphopeptide, malachite green phosphate absorbance;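 active = inhibition above about 50% at 20 µM, limit read from the data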;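 also: plate controls were DMSO wells with enzyme for no effect and wells lacking enzyme for full effect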
#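 Times: enzyme reaction 45 min at room temperature, colour 5 min, stabilisation 30 min. Material: SCP-1 catalytic fragment, aa 76-261. Medium: Acidic Tris acetate buffer with magnesium and detergent. Signal: colorimetric free-phosphate detection, absorbance 630 nm. Read-out basis: % inhibition of SCP-1 phosphate liberation. Reagent: Phosphorylated 17-residue peptide substrate.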
# STEP block: inhibitors of human striatal-enriched phosphatase STEP | P54829 | recombinant STEP, OMFP fluorogenic substrate, fluorescence | inhibition, % at 20 µM | 360,000 tested, 0.25% active | AID 588621;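 active = inhibition at 20 µM, scaled per plate between control wells, above about 37%, limit read from the data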;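 also: 0% = DMSO with enzyme and substrate and 100% = substrate only without enzyme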
#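 System: STEP (striatal-enriched tyrosine phosphatase) enzyme, cell-free; medium: Bis-Tris pH 6.0 buffer with DTT, detergent; dosing: 20 µM, 1% DMSO; times: reaction 20 min, ambient temperature; detection: fluorescence, 480/540 nm; read-out basis: normalized % inhibition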
# SUMO1-SIM PPI: alters human SUMO1 binding to SIM partners; SUMO1 binding to a labelled peptide, TR-FRET, 1 h; inhibition, % at 20 µM; 360,000 tested, 0.33% active; AID 602429; in the data active = inhibition above about 37%
# Rpn11 block: inhibitors of human proteasome Rpn11; O00487; human 26S proteasome, Ub4-pepOG fluorescence polarization; 20S core pre-blocked with epoxomicin; calls only at 20 µM; 360,000 tested, 0.59% active; AID 588493;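 active = inhibition at 20 µM, scaled to each plate's controls, above about 33%, limit read from the data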
# NadD inh: blocks S. aureus nicotinate mononucleotide adenylyltransferase. purified NadD enzyme, colorimetric absorbance read-out. inhibition, % at 20 µM. 360,000 tested, 0.78% active; in the data active = inhibition above about 26%; also: some compounds past the cut are filed as inactive
# Neddyl block: inhibitors of human cullin neddylation; P61081+Q13564; TR-FRET cullin neddylation, biochemical; calls only at 25 µM; 360,000 tested, 0.58% active; AID 651699; in the data active = inhibition above about 36%
# * hit, by the source's call; i = inactive; . = no result given.
SMILES,LMPTP inh,CSN deneddyl inh,DNMT1 inh,Rin1 Abl inh,Scp1 inh,STEP block,SUMO1-SIM PPI,Rpn11 block,NadD inh,Neddyl block
Cn1c(=O)c2c(nc3sccn32)n(C)c1=O,0.2,-3,0,-5,-3,0,2,i,-6,i
COc1cc(SC)ccc1C(=O)N1CCN(c2ccccc2F)CC1,2.4,-3,-1,0,1,4,1,i,-4,i
Cc1ccc(C)c(NS(=O)(=O)c2ccc(-n3cccn3)cc2)c1,-0.5,-3,1,-2,.,-2,1,i,-7,i
S=c1[nH]nc(Cc2ccccc2)n1Cc1ccco1,-1.4,5,7,-1,5,12,-2,i,-3,i
COC(=O)c1ccc(NC(=O)CSc2nccn2CCc2ccccc2)cc1,-0.4,-5,-2,0,-5,-2,0,i,-2,i
O=C(Nc1ccccc1F)C1CCCN1S(=O)(=O)c1ccc(Cl)cc1 (stereo not drawn),-1.2,-2,-2,-2,-6,-2,8,i,-2,i
Cc1ccc(S(=O)(=O)C2(C(=O)Nc3ccc(Br)cc3)CC2)cc1,1.7,1,-1,-1,-9,0,1,i,-5,i
COc1cccc(Nc2nnc(SCn3nnc4ccccc4c3=O)s2)c1,-0.8,6,5,0,-5,3,-3,i,0,i
Cc1[nH]n(-c2ccc(Cl)cc2)c(=O)c1/C=N/c1nnc(-c2ccccc2)s1,1.8,7,-10,-1,-11,1,2,i,3,i
CC(C)N(CC(N)=O)C(=O)c1sc2cc(F)ccc2c1Cl,-1.0,-2,5,7.0*,-11,-1,1,i,-1,i
COc1ccc(NC(=O)c2sccc2SCc2cccc(C(F)(F)F)c2)cc1,6.2,1,1,-5,-11,2,-1,i,2,i
O=C(CCc1ccccc1)Nc1ccccc1OC(=O)c1ccccc1,2.0,0,1,1,-13,-1,0,i,-2,i
O=C(O)c1ccc(NC(=S)NC(=O)c2cccc(COc3ccccc3)c2)cc1,7.6,-4,-2,-1,-1,26,1,i,7,i
S=C1NC[C@H](Cc2ccccc2)N1CC1CCN(CCCC2CCCC2)CC1,1.7,1,5,-1,16,43*,-2,i,4,i
O=C(Nc1ccn(CCCNCCc2ccccn2)c(=O)n1)OCc1ccccc1,-2.4,3,7,7,.,3,3,i,7,i
Cc1nc(N2CCN(c3ccccc3)CC2)nc2c1C(=O)CCC2,-0.2,-1,-3,0,-4,-3,-2,i,7,i
COc1ccc(Cl)cc1S(=O)(=O)N1CCCC(C(=O)NCc2ccncc2)C1 (stereo not drawn),-1.3,0,0,1,4,2,0,i,0,i
Cc1ccc(NC(=O)CNC(=O)c2ccco2)c(Cl)c1,1.5,-3,2,2,-4,-2,-6,i,-6,i
COc1ccc(C(C)=O)cc1CN(c1ccccc1OC)S(=O)(=O)c1cccs1,2.7,4,-3,4,-109,1,4,i,-9,i
Cc1ccc(Sc2ncccc2C(=O)O)c(C)c1,0.2,-1,-2,-3,-2,-1,-3,i,-3,i
Cc1ccc(C(=O)N/C(=C\c2cccc([N+](=O)[O-])c2)C(=O)Nc2cccc(C(=O)O)c2)cc1,-0.1,3,0,1,8,-4,-15,i,0,i
O=C(Nc1ccccc1F)c1ccc2sc([C@H]3C[C@H](O)[C@@H](CO)O3)nc2c1,-1.6,4,3,-3,.,0,0,i,-8,i
Cc1cc(C)nc(NC2=NCCN2C(=S)Nc2ccc(C)c(C)c2)n1,-0.1,3,2,0,0,3,0,i,3,i
Cc1cccc(C)c1NC(=O)NN1C(C)CCCC1C (stereo not drawn),0.2,-10,3,-2,1,-3,2,i,-4,i
CC(C)NC(=O)c1ccc2c(c1)N(CC(=O)N1CCCC1)C(=O)C(C)(C)O2,-0.4,-5,0,0,0,-3,5,i,-2,i
Cc1[nH]c2ccc(C(=O)OC(C)C(=O)NC3CCCCC3C)cc2c1C (stereo not drawn),1.3,0,-4,3,-5,2,2,i,3,i
O=C(O)C/C(=C\c1cc2c(cc1Br)OCO2)c1nc2ccccc2s1,-0.4,-3,-2,-1,-1,3,-9,i,3,i
Cc1ccccc1S(=O)(=O)N1C[C@H]2CON(C)[C@H]2C[C@H]1c1cccc(Br)c1,-1.0,5,0,-4,-4,-1,0,i,-2,i
Oc1c(Cl)cc(Oc2cc(Cl)c(O)c(CN3CCOCC3)c2)cc1CN1CCOCC1,1.3,2,-7,-2,-12,2,1,i,-3,i
Cc1cccc(Oc2ncc(-c3ccc(Cl)cc3)cn2)c1C,2.8,-7,-1,-4,-7,4,2,i,-6,i
COC(=O)CNc1cc(S(=O)(=O)N2CCCCC2)ccc1Oc1cccc(C)c1,2.9,0,-1,1,6,-2,7,i,-11,i
CC(C)(C)C(=O)Nc1ccc(N2CCN(c3ccc(C(F)(F)F)cn3)CC2)nc1,-0.2,-1,9,-1,-11,3,0,i,-6,i
CCc1nc2sc3c(=O)[nH]cnc3c2c2c1CSC(C)(C)C2,-3.5,6,-1,-52,12,0,3,i,5,i
COc1ccc(S(=O)(=O)Nc2cccc3c2O[C@H](CN(C)C(=O)Nc2ccc(C(F)(F)F)cc2)[C@@H](C)CN([C@H](C)CO)C3=O)cc1,0.8,4,7,2,-9,-3,3,i,-3,i
COc1ccc(-c2ocnc2C(=O)Nc2ccccc2N2CCCCC2)cc1,3.6,6,0,1,0,7,-2,i,3,.
Cc1ccc(/C=N/N2C(=O)C3C(C2=O)C2C=CC3C23CC3)o1 (stereo not drawn),-0.2,5,3,0,-13,-4,-2,i,7,i
COc1ccc(Cl)cc1NC(=S)N1CCN(c2ncccn2)CC1,0.1,-10,0,1,-11,3,6,i,1,i
COc1ccc(/C=N\NC(=O)COc2ccc(C(C)(C)C)cc2)cc1Cn1nc(C)cc1C,-0.8,4,22,4,5,0,-1,i,0,i
Cc1onc(-c2ccccc2Cl)c1C(=O)N1CCN=C1SCc1cccnc1,-2.5,-1,3,-1,-2,-2,-2,i,-2,i
CO/N=C/C1C(=O)NN=C1c1ccccc1 (stereo not drawn),-0.8,3,-1,3,1,-1,-1,i,7,i
COc1ccc(/C=N\NC(=O)/C(=C\Nc2nccc(C)n2)NC(=O)c2ccccc2)cc1,-1.2,5,-9,1,-10,4,-3,i,11,i
Cc1ccc(O)c(C(CC(=O)NC(C)C)c2ccccc2)c1 (stereo not drawn),-1.7,-5,9,1,40,-5,-2,i,2,i
CC(C)Nc1nc2nonc2nc1Nc1ccccc1,0.6,2,2,-1,-1,0,-16,i,-1,i
O=C(Nc1ccc2c(c1)CCCN2C(=O)c1cccs1)c1c(F)cccc1Cl,1.6,-2,-4,-1,-8,-1,1,i,8,i
Cc1ccc(CNC(=O)CN(C)C2=NS(=O)(=O)c3ccccc32)cc1,0.7,1,0,1,-3,-1,1,i,-3,i
COc1cc(/C=C2/SC(=S)N(Cc3ccccc3)C2=O)cc(Cl)c1O,1.8,94,-13,-3,-13,-2,-25,.,12,i
COc1ccc(C(=O)NCCNC(=O)c2ccccn2)cc1,-1.3,0,-10,1,-6,-2,5,i,6,i

# Grouped by structure, the compounds so far with an aryl methoxy group (twelve)
SMILES,LMPTP inh,CSN deneddyl inh,DNMT1 inh,Rin1 Abl inh,Scp1 inh,STEP block,SUMO1-SIM PPI,Rpn11 block,NadD inh,Neddyl block
COc1cc(SC)ccc1C(=O)N1CCN(c2ccccc2F)CC1,2.4,-3,-1,0,1,4,1,i,-4,i
COc1cccc(Nc2nnc(SCn3nnc4ccccc4c3=O)s2)c1,-0.8,6,5,0,-5,3,-3,i,0,i
COc1ccc(NC(=O)c2sccc2SCc2cccc(C(F)(F)F)c2)cc1,6.2,1,1,-5,-11,2,-1,i,2,i
COc1ccc(Cl)cc1S(=O)(=O)N1CCCC(C(=O)NCc2ccncc2)C1 (stereo not drawn),-1.3,0,0,1,4,2,0,i,0,i
COc1ccc(C(C)=O)cc1CN(c1ccccc1OC)S(=O)(=O)c1cccs1,2.7,4,-3,4,-109,1,4,i,-9,i
COc1ccc(S(=O)(=O)Nc2cccc3c2O[C@H](CN(C)C(=O)Nc2ccc(C(F)(F)F)cc2)[C@@H](C)CN([C@H](C)CO)C3=O)cc1,0.8,4,7,2,-9,-3,3,i,-3,i
COc1ccc(-c2ocnc2C(=O)Nc2ccccc2N2CCCCC2)cc1,3.6,6,0,1,0,7,-2,i,3,.
COc1ccc(Cl)cc1NC(=S)N1CCN(c2ncccn2)CC1,0.1,-10,0,1,-11,3,6,i,1,i
COc1ccc(/C=N\NC(=O)COc2ccc(C(C)(C)C)cc2)cc1Cn1nc(C)cc1C,-0.8,4,22,4,5,0,-1,i,0,i
COc1ccc(/C=N\NC(=O)/C(=C\Nc2nccc(C)n2)NC(=O)c2ccccc2)cc1,-1.2,5,-9,1,-10,4,-3,i,11,i
COc1cc(/C=C2/SC(=S)N(Cc3ccccc3)C2=O)cc(Cl)c1O,1.8,94,-13,-3,-13,-2,-25,.,12,i
COc1ccc(C(=O)NCCNC(=O)c2ccccn2)cc1,-1.3,0,-10,1,-6,-2,5,i,6,i
